Assay outcomes as filed in PubChem BioAssay.
CaV13 FRET inh: Disruptors of the CACNA1D IQ motif to Ca2+-dependent inactivation inhibitor domain association, primary screening, Förster resonance energy transfer in intact living …. HEK cells, CFP/YFP FRET ICDI-IQ, plate reader, 10 min; percent FRET-ratio fall versus neutral wells. inhibition, % at 12.3 µM. 340,000 compounds, 0.098% hits;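 active = mean replicate inhibition of at least 30% and at least 1% of replicates passing that level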;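 note: 0% = median of the neutral control wells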
Glyco luc inh: N-linked glycosylation inhibition; reporter increase, % at 12.5 µM; D54 ERlucT glycosylation luciferase reporter, 24 h; percent of 100 nM tunicamycin response; AID 588692; 360,000 compounds, 0.23% hits;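 active = mean luciferase reporter signal, scaled so untreated is 0 and the glycosylation-blocking control 100, at or above a set limit in every replicate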;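 note: luciferase carries N-glycosylation sites so blocking glycosylation raises the light; 0% = median of neutral control wells and 100% = median of 100 nM tunicamycin wells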
PDI turbidity: PDI (human) enzyme inhibition; 350,000 compounds, 0.052% hits; inhibition, % at 10 µM; P07237; AID 588391; PDI insulin aggregation turbidity, A650, 90 min;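 active = mean inhibition across replicates of 30% or more, whatever share of single replicates reach that level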;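 note: absorbance from insulin aggregation driven by PDI reduction with DTT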
Target sequence (P07237 whole entry, looked up): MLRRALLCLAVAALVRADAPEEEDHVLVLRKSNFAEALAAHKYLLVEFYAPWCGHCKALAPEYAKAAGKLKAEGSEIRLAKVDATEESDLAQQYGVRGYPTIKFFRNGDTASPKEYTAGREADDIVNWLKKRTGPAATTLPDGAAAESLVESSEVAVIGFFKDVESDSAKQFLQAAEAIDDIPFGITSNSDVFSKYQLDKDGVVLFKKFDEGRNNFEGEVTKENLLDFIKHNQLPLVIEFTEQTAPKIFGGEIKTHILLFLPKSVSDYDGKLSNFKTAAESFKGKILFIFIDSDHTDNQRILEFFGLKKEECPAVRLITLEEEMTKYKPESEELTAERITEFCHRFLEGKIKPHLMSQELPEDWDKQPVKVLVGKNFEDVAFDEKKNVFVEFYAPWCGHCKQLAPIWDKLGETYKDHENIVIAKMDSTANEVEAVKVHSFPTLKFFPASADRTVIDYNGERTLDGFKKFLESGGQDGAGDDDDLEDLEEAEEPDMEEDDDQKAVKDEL
H9c2 protect: myocardial damage modulation in H9c2 cells | H9c2 cardiomyocytes, H2O2 injury protection, ATPLite, 2 h | protection from H2O2 cell death, % at 20 µM | 360,000 compounds, 0.63% hits;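 active = compounds giving at least 50% protection of heart cells from peroxide-induced death in the single-dose screen, raw or plate-pattern-corrected value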;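 note: 0% = DMSO wells with peroxide and 100% = DMSO wells without peroxide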
HTR2A ag: activates the mouse 5-HT2A serotonin receptor; P35363; CHO-K1 mHTR2A beta-arrestin complementation, luminescence; percent of 30 µM serotonin response; activation, % at 7.6 µM; 360,000 compounds, 0.66% hits;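 active = activation above a run cutoff, the mean activation of all tested compounds plus 3 SD, cut at about 14% in these data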;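 note: 0% = plate median of compound wells and 100% = 30 µM serotonin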
ABCB6 inh 2: human ABCB6 transporter inhibition; Q9NP58; K562-ABCB6 porphyrin accumulation, flow cytometry, 1 h; hits give low values; fluorescence ratio to DMSO, % at 10 µM; 360,000 compounds, 0.19% hits;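 active = fluorescence ratio to DMSO below 75%, the collection mean minus 3 SD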;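 note: signal is porphyrin accumulated inside mitochondria; 100% equals median channel fluorescence of DMSO control wells; lower ratio means ABCB6 inhibition with less porphyrin fluorescence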
ABHD5 PLIN5 PPI: ABHD5-PLIN5 protein interaction inhibition | Q00G26+Q8WTS1 | Split G. princeps luciferase complementation, luminescence, 4 h | inhibition, % at 4 µM | 360,000 compounds, 0.78% hits;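 active = inhibition above the mean inhibition across every tested compound plus 3 SD, cut at about 22% in these data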;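 note: 0% = DMSO only wells and the 100% control is not disclosed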
Granule exo inh: blocks lytic granule exocytosis; TALL-104 LAMP-1 surface exposure, flow cytometry; cells stimulated with thapsigargin and PMA; inhibition, % at 10 µM; AID 651702; 360,000 compounds, 0.66% hits;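 active = inhibition above about 55%, limit read from the data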
MC4R antagonist: blocks human MC4R cAMP signaling | P32245 | 360,000 compounds, 0.48% hits | inhibition, % at 6.5 µM | MC4R-expressing cells, MTII-stimulated cAMP, LANCE TR-FRET | AID 540295;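 active = inhibition above its plate's cutoff, the mean of tested wells on that plate plus 3 SD, cut at about 29% in these data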;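 note: 0% = Melanotan II alone and 100% = Melanotan II plus saturating MCL0020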
Target sequence (P32245 whole entry, looked up): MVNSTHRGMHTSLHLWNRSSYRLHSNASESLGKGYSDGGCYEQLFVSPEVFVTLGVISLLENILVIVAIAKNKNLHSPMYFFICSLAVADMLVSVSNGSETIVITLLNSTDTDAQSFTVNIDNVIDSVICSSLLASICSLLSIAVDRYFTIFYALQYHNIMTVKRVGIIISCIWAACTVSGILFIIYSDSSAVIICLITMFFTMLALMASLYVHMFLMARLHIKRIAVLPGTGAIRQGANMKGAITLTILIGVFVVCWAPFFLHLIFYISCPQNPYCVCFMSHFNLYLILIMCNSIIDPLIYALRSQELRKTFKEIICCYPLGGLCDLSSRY
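System: U2OS-MC4R stable cell line; Technique: Eu-cAMP/anti-cAMP TR-FRET, emission 671 nm; Repeats: single well per compound; Also added: Melanotan II; Dosing: one concentration, 6.5 µM nominal; Schedule: 30-min compound, 1-h challenge, 1-h detection, room temperature.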
MC4R ag barr: activates human MC4R beta-arrestin recruitment; P32245; U2OS MC4R beta-arrestin complementation, luminescence; percent of melanotan II response, DMSO zero; activation, % at 8.9 µM; 360,000 compounds, 0.98% hits; AID 540308;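 active = activation above a per-plate cutoff, the mean activation of sample wells on that plate plus 3 SD, cut at about 8% in these data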
The depositor's hits bear a star; · = not tested or not shown. Compounds as they come; 4.2% or so of the library scored in one or more.

SMILES	CaV13 FRET inh	Glyco luc inh	PDI turbidity	H9c2 protect	HTR2A ag	ABCB6 inh 2	ABHD5 PLIN5 PPI	Granule exo inh	MC4R antagonist	MC4R ag barr
O=C(c1c[nH]c2ccc(S(=O)(=O)N3CCC4(CC3)OCCO4)cc2c1=O)N1CCOCC1	·	1	-19	2	1	118	2	-2	4	-0.9
Cc1ccc(-c2nc(CN(C)C(C3CC3)C3CC3)c(C)o2)cc1	-6	0	2	-11	4	92	4	0	1	0.5
N#Cc1cc2c(nc1SCC(=O)N1CCCCC1)CCCCC2	-4	-2	2	-1	-6	93	4	1	22	0.2
O=C(C/C=N\O)Nc1ccc(Oc2ccccc2)cc1	-4	-2	2	3	-1	98	4	-1	-2	-0.8
CCN(CC)c1nc2cc(C)ccc2cc1/C=C(\C#N)C(N)=O	-45	2	-2	0	-1	130	8	0	12	2.4
COc1cccc(CN(C)S(=O)(=O)c2ccc3c(c2)OCCO3)c1	-4	-1	-3	5	-4	92	-9	-5	-2	-3.0
Cc1ccc(C)c2[nH]c(=O)c(CCNC(=O)c3ccc(Br)o3)cc12	-10	3	-13	15	-1	98	2	0	8	-1.2
Cc1cc(OCCCn2ccnc2)cc(C)c1Cl	-9	-2	-4	-3	-6	100	3	-2	5	-2.3
CC(=O)Nc1ccc(S(=O)(=O)NCCCCNS(=O)(=O)c2ccc(NC(C)=O)cc2)cc1	-5	4	-2	4	2	99	-6	-4	2	-1.0
CCOc1ccccc1C(=O)NC(C)c1ccc(-n2ccnc2)cc1 (centres undefined)	-6	-2	-5	-1	3	106	-3	-1	-5	-2.6
CC(=O)c1nn(-c2ccccc2)cc1C(=O)c1ccc(Br)cc1	-4	-3	4	-4	4	100	-5	1	0	7.0
COC(=O)c1ccc(NC(=O)CN2C(=O)CSC2=O)cc1	-8	·	14	1	9	89	-1	-1	-4	1.8
COc1ccc(NC(=O)Nc2cc(C)cc(C)c2)cn1	-6	-1	3	-5	-3	92	-6	-6	5	-1.1
O=S(=O)(c1ccc(-c2nnc(SCc3ccccc3)o2)cc1)N1CCCC1	-5	-4	-3	-3	-5	89	-6	-2	3	-1.3
O=C(c1ccccc1O)N1CCOCC1	-2	2	-17	4	2	103	1	2	17	-0.2
Cn1c(=O)c2ccccc2n(CC(=O)NC2CCCC2)c1=O	-3	1	1	-2	1	98	0	-7	7	-0.6
O=C(CN1C(=O)S/C(=C\c2ccccc2F)C1=O)Nc1ccccc1O	-19	-3	7	5	5	96	5	3	20	3.2
CCCn1c(-c2cccnc2Cl)nc2cc(Cl)c(Cl)cc21	-6	4	8	-4	-1	102	3	1	0	-0.5
COc1ccc(/C=C/C(=O)OCC(=O)NCc2ccco2)cc1OC	-3	2	-1	0	3	100	4	8	-9	-0.4
CC1CCc2sc(C(=O)NC(C)C3CCCO3)cc2C1 (centres undefined)	·	·	-2	-13	-3	96	-5	-1	10	-2.0
CCN(CC)C(=O)CSC(Nc1ccc(F)cc1)=C(C#N)C#N	-19	2	3	-3	12	101	-1	0	0	1.0
O=c1cc(-c2ccccc2)nc2nc(-c3ccco3)[nH]n12	·	0	-1	-26	0	97	10	-2	-7	-1.4
Cc1ccn(CC(C)C(=O)O)n1 (centres undefined)	-5	2	1	7	-2	97	-4	-1	5	-0.7
Cc1oc2c(c1C(=O)NCc1cc(C(=O)O)co1)CCCC2	-9	1	5	2	-2	99	0	0	9	2.1
COc1ccc(-c2nc(CSCC(=O)NC3CCCc4ccccc43)c(C)o2)cc1OC (centres undefined)	-3	1	4	6	-2	81	-3	1	0	-0.5
SMILES	CaV13 FRET inh	Glyco luc inh	PDI turbidity	H9c2 protect	HTR2A ag	ABCB6 inh 2	ABHD5 PLIN5 PPI	Granule exo inh	MC4R antagonist	MC4R ag barr
CC(=O)Nc1c2c(nn1-c1ccccc1)CSC2	-15	3	-2	-2	1	105	3	-3	-2	-1.8
CC1=C(C)N(C)[C@H](c2ccccc2Br)[C@H](O)C1=O	-5	1	2	4	0	103	-9	5	0	0.0
CCn1c(SCc2ccc(F)cc2)nc2c(c1=O)SCC2	·	-4	0	-2	0	97	5	-3	0	-1.6
CCc1ccccc1N(C)S(=O)(=O)c1cc(-c2cc(C)no2)ccc1OC	-3	1	6	-2	-1	91	3	11	0	-4.2
COCCOC(=O)C1=C(C)NC2=C(C(=O)CC(C)(C)C2)C1c1cccnc1 (centres undefined)	-5	0	-3	3	2	100	7	-1	2	-1.9
CN1CCN(c2nc3c(c(=O)[nH]c(=O)n3C)n2Cc2cccc(Br)c2)CC1	-3	2	1	0	-3	99	-1	1	23	-0.9
O=C(CNC(=O)c1ccc(Cl)cc1)NCC(F)(F)F	-11	2	0	5	-1	103	1	-3	5	-2.2
Cc1ccc(C(=O)COC(=O)c2cc(C)no2)c(C)c1	-7	2	-2	1	7	100	-8	0	-2	-2.0
Cc1nc2c(C)cccn2c(=O)c1NC(=O)c1cccc2ccccc12	-6	-1	-1	22	0	100	-6	-14	-5	-2.7
Cc1ccccc1/C=N/n1c(COc2ccccc2)n[nH]c1=S	-18	1	1	-5	7	98	-5	30	2	0.8
Cn1c(-n2c(CCCN3C(=O)c4ccccc4C3=O)nc3ccccc3c2=O)nc2ccccc21	-7	0	19	101*	-2	99	-1	1	4	-0.1
O=C(Nc1ccc(NC(=O)c2ccccc2Cl)nc1)c1ccncc1	-17	0	14	-6	1	96	0	-3	5	-0.5
Cc1ccccc1CC1SC(N)=NC1=O (centres undefined)	-2	1	-2	5	1	95	9	-4	7	-1.5
COc1ccc(CN(C)C(=O)[C@H]2O[C@@H](n3ccc(N)nc3=O)[C@H](O)[C@@H]2O)cc1OC	-11	2	·	2	4	91	4	-1	·	·
Cc1ccc(C(=O)Oc2cc(C)[nH]c(=O)c2[N+](=O)[O-])cc1	-7	-1	-3	-3	1	98	1	-4	5	2.0
Cc1ccc(NC(=O)CCc2ccc(C)o2)cc1	-6	1	-2	0	1	99	-2	-3	7	1.3
Cc1ccc(C)c(N2CCN(C(=O)CCC(=O)Nc3nnc(CC(C)C)s3)CC2)c1	-2	0	-8	0	-10	97	-2	-2	7	-2.8
O=C(CN(c1cccc([N+](=O)[O-])c1)S(=O)(=O)c1ccccc1)NCc1ccccc1	-2	-3	6	26	-4	108	-3	1	16	-0.5
COC(OC)c1ccc(C#N)c(SCc2ccc(C)cc2)n1	-3	-2	4	-3	-3	102	-2	-5	17	0.3
COCCCn1c(=O)c2ccccc2n(CC(=O)Nc2ccc3c(c2)OCCO3)c1=O	-2	1	-3	-1	-7	97	1	-16	2	-1.5
COc1ccc(C(O)c2ncc(-c3ccccc3Cl)[nH]2)cc1F (centres undefined)	-7	0	-9	-6	1	102	4	3	-9	1.6
CCOc1ccc(/C=N/NC(=O)C(OC)c2ccccc2)cc1 (centres undefined)	2	-4	-5	0	-8	104	-3	1	13	-0.4
O=[N+]([O-])c1ccccc1/C=N/n1c(C(F)(F)F)n[nH]c1=S	-5	1	-1	-7	-2	101	-4	-2	7	-2.4
Cc1cccc(C)c1NC(=O)c1nc(S(=O)(=O)Cc2ccccc2)ncc1Cl	-7	-18	2	-23	-9	93	71*	47	-1	-5.7
COc1cccc(NS(=O)(=O)c2cc(C)sc2C)c1	·	-2	-6	-10	0	106	2	-2	-11	2.4

Some of these compounds in order of heavy-atom count, falling:
SMILES	CaV13 FRET inh	Glyco luc inh	PDI turbidity	H9c2 protect	HTR2A ag	ABCB6 inh 2	ABHD5 PLIN5 PPI	Granule exo inh	MC4R antagonist	MC4R ag barr
Cn1c(-n2c(CCCN3C(=O)c4ccccc4C3=O)nc3ccccc3c2=O)nc2ccccc21	-7	0	19	101*	-2	99	-1	1	4	-0.1
COCCCn1c(=O)c2ccccc2n(CC(=O)Nc2ccc3c(c2)OCCO3)c1=O	-2	1	-3	-1	-7	97	1	-16	2	-1.5
O=C(CN(c1cccc([N+](=O)[O-])c1)S(=O)(=O)c1ccccc1)NCc1ccccc1	-2	-3	6	26	-4	108	-3	1	16	-0.5
Cc1cccc(C)c1NC(=O)c1nc(S(=O)(=O)Cc2ccccc2)ncc1Cl	-7	-18	2	-23	-9	93	71*	47	-1	-5.7
COCCOC(=O)C1=C(C)NC2=C(C(=O)CC(C)(C)C2)C1c1cccnc1 (centres undefined)	-5	0	-3	3	2	100	7	-1	2	-1.9
Cc1nc2c(C)cccn2c(=O)c1NC(=O)c1cccc2ccccc12	-6	-1	-1	22	0	100	-6	-14	-5	-2.7
O=C(Nc1ccc(NC(=O)c2ccccc2Cl)nc1)c1ccncc1	-17	0	14	-6	1	96	0	-3	5	-0.5
COc1ccc(C(O)c2ncc(-c3ccccc3Cl)[nH]2)cc1F (centres undefined)	-7	0	-9	-6	1	102	4	3	-9	1.6
COC(OC)c1ccc(C#N)c(SCc2ccc(C)cc2)n1	-3	-2	4	-3	-3	102	-2	-5	17	0.3
O=[N+]([O-])c1ccccc1/C=N/n1c(C(F)(F)F)n[nH]c1=S	-5	1	-1	-7	-2	101	-4	-2	7	-2.4
Cc1ccc(C(=O)COC(=O)c2cc(C)no2)c(C)c1	-7	2	-2	1	7	100	-8	0	-2	-2.0
O=C(CNC(=O)c1ccc(Cl)cc1)NCC(F)(F)F	-11	2	0	5	-1	103	1	-3	5	-2.2
CC1=C(C)N(C)[C@H](c2ccccc2Br)[C@H](O)C1=O	-5	1	2	4	0	103	-9	5	0	0.0
Cc1ccccc1CC1SC(N)=NC1=O (centres undefined)	-2	1	-2	5	1	95	9	-4	7	-1.5

New compounds follow.
SMILES	CaV13 FRET inh	Glyco luc inh	PDI turbidity	H9c2 protect	HTR2A ag	ABCB6 inh 2	ABHD5 PLIN5 PPI	Granule exo inh	MC4R antagonist	MC4R ag barr
Nc1nonc1N1CCCCC1	-4	3	-7	5	6	106	4	-8	6	-0.8
CCOc1ccc(N=CNc2ccc(OCC)cc2)cc1	-19	1	0	-14	1	89	-3	-13	0	-1.0
O=C(O)CCCC(=O)Nc1ccc(N=Nc2ccccc2)cc1	-4	1	2	4	2	99	8	-1	-1	-3.3
CN(Cc1ccccc1F)C(=O)c1ccc2c(=O)n3c(nc2c1)CCC3	-6	4	-1	-2	1	96	3	3	5	-1.1
CCCNC(=O)c1ccc(CN2CCOCC2)cc1	-5	0	1	7	0	96	2	6	-3	-2.0
COc1cc(N2C(=O)CSC2=S)cc(OC)c1OC	-19	2	20	-2	-2	102	-14	-6	1	0.1
